Yeast growth inh = yeast BB579 growth reduction in restrictive medium. S. cerevisiae BB579 growth, OD615, 48 h. inhibition, % at 10 µM. 140,000 tested, 0.51% active. AID 804;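 active = inhibition above a set limit, 3 SD over the mean compound inhibition, cut at about 44% in these data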; also: inactives centre near -24
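Assay system: S. cerevisiae DeaD strain BB579 yeast. Medium: CSMM-D restrictive synthetic medium containing dextrose (glucose). Times: 4 h cell preincubation, 48 h compound exposure, 30 °C humidified. Signal: OD615 turbidity measurement. Benchmarks: positive control amphotericin B 10 µg/mL.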
Yeast life ext = extends the lifespan of yeast. inhibition of the nicotinamide effect, % at 10 µM. S. cerevisiae growth with nicotinamide, OD615; deaD strain in restrictive glucose medium. AID 775. 130,000 tested, 0.68% active;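 active = inhibition above a set limit, placed 3 SD over the median of all compounds, cut at about 26% in these data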;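 also: 0% = nicotinamide-treated wells and 100% = cells grown without nicotinamide; some compounds called inactive have numbers as strong as hits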
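Test system: DeaD-strain S. cerevisiae / Buffer or medium: restrictive glucose medium / Also added: nicotinamide 1.5 mM / Doses: one concentration, 10 µM, DMSO 0.25% / Schedule: 48 h at 30 °C / Signal: OD615 measurement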
Phagocytosis inh = inhibitors of macrophage phagocytosis | J774A.1 macrophage IgG-bead phagocytosis, imaging | inhibition, % at 5 µM | 110,000 tested, 0.07% active;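 active = inhibition above the mean of the plate negative controls plus 5 SD, cut at about 13% in these data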;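 also: phagocytic index as fraction of beads internalized from green versus red external bead signal; plate controls were DMSO negative control for no effect and cytochalasin-D positive control for full effect; some results beyond the cut were filed as inactive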
MRP-1 activ = MRP-1 activation | H69AR cells + doxorubicin, viability rescue, CellTiter-Glo | viability increase, % at 10 µM | 140,000 tested, 0.61% active;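 active = viability gain under doxorubicin at or above a set limit, the compound median plus 3 SD, cut at about 4.7% in these data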;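 also: MRP-1 overexpressing cells given doxorubicin 25 µM after compound pretreatment; 18-22 h compound pretreatment then 72 h with doxorubicin before readout; 0% = doxorubicin-only wells and 100% = vehicle-treated cells without doxorubicin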
NPY Y2 blocker = antagonists of human neuropeptide Y receptor Y2 | 140,000 tested, 0.99% active | P49146 | NPY-Y2 expressing cells, antagonist mode | AID 793 | inhibition, % at 2.7 µM; in the data active = inhibition above about 17%;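 also: 0% = vehicle with agonist challenge and 100% = reference antagonist with challenge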
Target sequence (P49146 whole entry, looked up): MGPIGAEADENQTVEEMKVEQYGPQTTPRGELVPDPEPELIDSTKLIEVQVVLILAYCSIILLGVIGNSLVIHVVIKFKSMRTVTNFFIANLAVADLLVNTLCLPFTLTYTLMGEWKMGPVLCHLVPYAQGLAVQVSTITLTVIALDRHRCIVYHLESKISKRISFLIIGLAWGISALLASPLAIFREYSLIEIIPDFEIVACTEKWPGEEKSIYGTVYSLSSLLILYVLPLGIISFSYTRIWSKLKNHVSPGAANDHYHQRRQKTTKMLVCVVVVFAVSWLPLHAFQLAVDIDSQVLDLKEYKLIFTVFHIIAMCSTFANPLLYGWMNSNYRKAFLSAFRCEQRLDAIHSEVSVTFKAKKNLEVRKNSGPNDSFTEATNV
HCT116 PTEN-null = PTEN-deleted cell growth suppression; HCT116 PTEN-null viability, CellTiter-Glo, 60 h; stronger effect = lower value; viability, % at 10 µM; 140,000 tested, 1.2% active; AID 827;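 active = viability at or below a set limit, 4 SD under the median of all tested compounds, cut at about 3.7% in these data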;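 also: PTEN knockout HCT116 line with beta catenin targeted HCT116 as companion control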
E-sel TNF inh = blocks E-selectin expression induced by TNF alpha. HUVEC TNFa-induced E-selectin immunofluorescence, high content. inhibition, % at 2 µM. 120,000 tested, 0.71% active. AID 1246;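 active = inhibition above the batch mean plus 3 SD, and confirmed as a hit on visual image review, cut at about 43% in these data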;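 also: 0% = TNF-stimulated DMSO wells and 100% = unstimulated control wells; not every result past the cut was called active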
GALR2 blocker = GALR2 (human) receptor antagonism | O43603 | GALR2-expressing cells, antagonist mode | inhibition, % at 4 µM | 140,000 tested, 0.39% active | AID 828; in the data active = inhibition above about 27%;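 also: cells stimulated with galanin 1-16 at roughly its EC80; 0% = agonist challenge control and 100% = basal control without agonist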
Target sequence (O43603 whole entry, looked up): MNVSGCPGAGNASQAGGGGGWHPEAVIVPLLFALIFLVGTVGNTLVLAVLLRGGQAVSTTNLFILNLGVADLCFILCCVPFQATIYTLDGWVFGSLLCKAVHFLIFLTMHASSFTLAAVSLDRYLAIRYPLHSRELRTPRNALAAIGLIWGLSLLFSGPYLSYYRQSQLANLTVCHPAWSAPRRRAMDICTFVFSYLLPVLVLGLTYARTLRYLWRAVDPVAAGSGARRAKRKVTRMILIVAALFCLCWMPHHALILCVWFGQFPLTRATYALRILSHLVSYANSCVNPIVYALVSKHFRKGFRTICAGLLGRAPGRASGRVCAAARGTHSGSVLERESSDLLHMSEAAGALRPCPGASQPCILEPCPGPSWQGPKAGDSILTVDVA
HCT116 bCat-KO = beta-catenin-lacking colon tumor cell growth suppression. HCT116 beta-catenin knockout viability, CellTiter-Glo, 60 h; stronger effect = lower value. viability, % at 10 µM. 140,000 tested, 1.5% active. AID 818;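 active = viability at or under a set limit, the compound median less 4 SD, cut at about 6% in these data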;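 also: 0% = Hyamine 1622 control at 20 µM and 100% = untreated cell control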
Measles CPE = protection of cells from measles virus | Measles virus-infected cells, CPE protection, absorbance | protection (pct of control), % at 4 µM | 140,000 tested, 1.5% active | AID 841; in the data active = protection mostly above about 24%, no sharp cut-off; inactive = mostly below about 26%; also: some compounds called inactive have numbers as strong as hits
Active calls of the source: *; . = not tested or not shown. An unsorted share of the library; any-hit rate near 6.1%.

#	SMILES	Yeast growth inh	Yeast life ext	Phagocytosis inh	MRP-1 activ	NPY Y2 blocker	HCT116 PTEN-null	E-sel TNF inh	GALR2 blocker	HCT116 bCat-KO	Measles CPE
1	COc1ccccc1CNC(=O)C(CCSC)NC(=O)C1CCC(C)CC1 (stereo not given)	-56	-2	-1	-0.3	2	100	21	-6	74	15
2	COc1ccc(-c2nsc3c(N4CCN(S(=O)(=O)c5ccccc5F)CC4)ncnc23)cc1	-3	-4	.	-3.7	0	92	1	-3	84	0
3	c1ccc(CN2CCN(c3nc(-c4ccccn4)nc4ccccc34)CC2)cc1	-18	-8	1	-3.0	6	13	18	-6	33	13
4	COC(=O)c1nnn(-c2nonc2N)c1CSc1nc2ccccc2s1	-5	-6	6	-2.9	3	93	14	-2	87	2
5	CCCCN(C)c1nc(-c2ccco2)c2c(c1C#N)CC(C)(C)OC2	16	-6	0	-3.9	3	77	.	-12	83	24
6	CCOc1cc(/C=C2/C(=O)N(c3ccccc3)N=C2C)ccc1OC(=O)c1ccco1	-14	-8	.	-1.2	0	93	57	7	112	15
7	CC(=O)c1ccc(N2CCN(C(=O)COc3ccc(F)cc3)CC2)c(F)c1	-40	-26	-1	-3.1	4	86	-14	28*	86	2
8	CC1CCCN(Cc2nc3c(c(=O)n(C)c(=O)n3C)n2CC(N)=O)C1 (stereo not given)	-42	-3	0	-0.1	-1	96	.	2	91	0
9	Cc1cc(C)n(-c2nc3nonc3nc2Nc2cccc(C)c2C)n1	-16	-5	-1	-1.8	2	90	-10	-3	96	31*
10	O=C(Cn1ncn2c(cc3ccccc32)c1=O)NCc1ccco1	-9	-3	0	-3.0	0	95	-13	-8	94	2
11	Cc1nc2sccn2c(=O)c1CCN1CCC(=C(c2ccc(F)cc2)c2ccc(F)cc2)CC1	-27	1	.	-2.6	39*	46	.	-4	40	19
12	Cc1cccc2cc(CN(Cc3ccco3)C(c3nnnn3CCc3ccccc3)C(C)C)c(=O)[nH]c12 (stereo not given)	-46	10	.	-2.7	4	36	-16	-3	38	28
13	COc1cccc(NC2C=CS(=O)(=O)C2)c1 (stereo not given)	-19	.	.	-0.1	2	97	30	0	85	10
14	COc1ccc(CNC(=O)Cn2cc(C(F)(F)F)ccc2=O)cc1	-6	10	-2	3.2	0	92	.	-3	87	3
15	Cc1ccc(C)c(NC(=O)CSc2ncnc3nc[nH]c23)c1	-18	-4	-1	-3.2	5	92	.	8	91	6
16	Cc1nc2scc(-c3cccs3)c2c(=O)n1-n1cccc1	-28	-13	-5	-0.4	4	84	-3	4	85	5
17	O=S(=O)(c1ccc2nc(-c3ccccc3)[nH]c2c1)N1CCN(c2cccc(Cl)c2)CC1	-19	1	-1	-3.0	-1	70	22	-5	68	3
18	COc1cc(OC)c2c(c1)C(=O)c1cc(OC)cc(OC)c1C2=O	-26	-7	-1	-4.9	2	75	-15	7	69	6
19	O=C(CN1CCN(c2ccc(O)cc2)CC1)Nc1cc([N+](=O)[O-])ccc1Cl	-44	-2	-9	-4.1	3	89	.	2	85	6
20	c1coc(-c2nnc(NC3=NCCC3)o2)c1	1	-2	0	-0.9	-2	93	-18	1	94	8

(next part)
#	SMILES	Yeast growth inh	Yeast life ext	Phagocytosis inh	MRP-1 activ	NPY Y2 blocker	HCT116 PTEN-null	E-sel TNF inh	GALR2 blocker	HCT116 bCat-KO	Measles CPE
21	COc1ccccc1N(C(=O)c1cncc(Br)c1)c1nc(-c2ccc(C)cc2)cs1	-23	6	-8	1.8	3	74	.	-4	74	11
22	N#CC(C#N)=C(Nc1ccc(F)cc1)SCc1cccc(Br)c1	-73	5	-2	-4.9	7	7	-4	1	7	9
23	CCN(C(=O)c1ccccc1)c1ccc([N+](=O)[O-])cc1	-29	0	-5	-1.8	-3	90	.	-4	87	11
24	COc1ccc(/C(O)=C2/C(=O)C(=O)N(CCCN(C)C)C2c2cccc(Cl)c2)cc1OC (stereo not given)	-8	0	-10	2.9	2	99	4	-3	93	11
25	O=C(CN1CCCN(S(=O)(=O)c2ccc(Br)s2)CC1)Nc1ccc(Cl)cc1	-79	3	0	-1.7	5	64	11	-14	58	13
26	CN=C(Nc1cc(C)nn1CCC#N)c1ccccc1F	-25	-9	0	-1.1	4	100	5	-2	100	4
27	Cc1ccc(S(=O)(=O)NCC(=O)N(CC(=O)NC2CCCCC2)CC2CCCO2)cc1 (stereo not given)	-18	-3	-1	-0.9	4	115	-2	-8	95	12
28	CCOC(=O)CN1CCc2c(C)nc3c(-c4ccc(OC)c(OC)c4)cnn3c21	-16	-11	5	-0.8	-3	88	.	6	81	12
29	Oc1c(/C=N/c2ncn[nH]2)ccc2ccccc12	-25	-8	-1	0.5	2	102	-2	-3	96	8
30	O=C1CCCN1c1ccc(Br)cc1	-46	-6	-2	1.8	0	101	0	-4	104	8
31	Cc1cc2c(cc(C(=O)N3CCC(C(=O)N4CCCC4)CC3)n2Cc2c(F)cccc2Cl)o1	-30	0	0	-1.0	21*	76	-12	3	72	4
32	CNC(=O)CSc1nnc(-c2ccncc2)n1Cc1ccccc1	10	-6	.	-2.0	-2	104	.	2	99	19
33	CCCC(=O)Nc1nc2c(OC)ccc(OC)c2s1	-11	-14	0	-3.0	2	94	.	7	107	12
34	CCOC(=O)N1CCC(Nc2cccc(SC)c2)CC1	-13	-20	-1	-2.9	-2	78	-21	-2	70	23
35	CCN(CC(=O)Nc1ccc2c(c1)OCCO2)C(=O)C1CCCCC1	-25	-11	-2	-3.5	3	85	.	-4	81	4
36	O=C(c1cnn2c1NC(c1ccco1)CC2C(F)(F)F)N1CCN(c2cccc(Cl)c2)CC1 (stereo not given)	-52	-9	0	-2.7	7	39	2	2	62	23
37	O=C(CCN1C(=O)C2C3C=CC(C3)C2C1=O)N1CC(=O)N(CCc2ccccc2)C(=O)C1 (stereo not given)	4	2	-3	-1.6	0	98	-51	8	94	22
38	Cc1ccccc1-c1nc(CS(=O)(=O)CC(=O)N2CCc3ccccc32)c(C)o1	-38	2	.	-2.1	-1	89	.	-7	85	15
39	COc1ccccc1NC(=O)CN1CCN(c2ccccc2F)CC1	-21	-14	.	-0.5	6	107	.	-9	96	8
40	COc1ccc(C2=NN3C(C2)c2ccccc2OC32C(=O)N(C)c3ccccc32)cc1 (stereo not given)	-15	-19	-1	-1.5	2	50	-28	14	51	7

Structural class, the compounds so far with a furan ring, fused or not (7)
#	SMILES	Yeast growth inh	Yeast life ext	Phagocytosis inh	MRP-1 activ	NPY Y2 blocker	HCT116 PTEN-null	E-sel TNF inh	GALR2 blocker	HCT116 bCat-KO	Measles CPE
5	CCCCN(C)c1nc(-c2ccco2)c2c(c1C#N)CC(C)(C)OC2	16	-6	0	-3.9	3	77	.	-12	83	24
6	CCOc1cc(/C=C2/C(=O)N(c3ccccc3)N=C2C)ccc1OC(=O)c1ccco1	-14	-8	.	-1.2	0	93	57	7	112	15
10	O=C(Cn1ncn2c(cc3ccccc32)c1=O)NCc1ccco1	-9	-3	0	-3.0	0	95	-13	-8	94	2
12	Cc1cccc2cc(CN(Cc3ccco3)C(c3nnnn3CCc3ccccc3)C(C)C)c(=O)[nH]c12 (stereo not given)	-46	10	.	-2.7	4	36	-16	-3	38	28
20	c1coc(-c2nnc(NC3=NCCC3)o2)c1	1	-2	0	-0.9	-2	93	-18	1	94	8
31	Cc1cc2c(cc(C(=O)N3CCC(C(=O)N4CCCC4)CC3)n2Cc2c(F)cccc2Cl)o1	-30	0	0	-1.0	21*	76	-12	3	72	4
36	O=C(c1cnn2c1NC(c1ccco1)CC2C(F)(F)F)N1CCN(c2cccc(Cl)c2)CC1 (stereo not given)	-52	-9	0	-2.7	7	39	2	2	62	23

More results follow.
#	SMILES	Yeast growth inh	Yeast life ext	Phagocytosis inh	MRP-1 activ	NPY Y2 blocker	HCT116 PTEN-null	E-sel TNF inh	GALR2 blocker	HCT116 bCat-KO	Measles CPE
41	COc1ccc(C2(CNC(=O)CCC(=O)O)CCCC2)cc1	12	2	0	-0.5	1	101	13	7	100	8
42	COc1ccc(C(=O)N(CC(=O)NC(C)(C)C)c2ccc3c(c2)OCCO3)cc1OC	-22	-7	.	-2.7	-1	85	15	-10	93	16
43	N#CC1(c2nc3ccccc3[nH]2)CC1c1ccc2c(c1)OCO2 (stereo not given)	-17	-15	-2	-0.6	-2	76	.	2	84	17
44	Cc1ccccc1CS(=O)(=O)c1snnc1C	-6	-4	.	-4.3	-1	91	5	1	96	4
45	CSc1nnc(C)c(=O)n1COC(=O)c1ccc(S(=O)(=O)N2CCOCC2)cc1	-20	-4	-5	-2.1	2	92	-25	-12	82	13
46	Cc1c(NC(=O)c2nn3c(C(F)(F)F)cc(-c4ccccc4)nc3c2Cl)c(=O)n(-c2ccccc2)n1C	-14	-4	8	-1.6	-1	75	.	-2	75	3
47	CC(=O)Nc1ccc(S(=O)(=O)n2nc(-c3ccc(C)cc3)nc2N)cc1	-37	-13	-2	-1.4	-4	86	8	7	82	5
48	CCOC(=O)N1CCN(C(=O)C2CCCN(S(=O)(=O)c3ccccc3)C2)CC1 (stereo not given)	-39	-3	-1	-1.4	4	98	22	4	99	2
49	Cc1cc(=O)[nH]c(SCCOc2ccc(OC(C)C)cc2)n1	-16	-11	11	-0.8	-1	93	7	-8	80	21

Assay outcomes deposited in PubChem BioAssay by several laboratories.
